From PubChem BioAssay
STAT3 act: activators of IL-6 induced STAT3 signaling; AID 871; U3A cells, IL-6 STAT3-luciferase reporter, luminescence; 100% = signal with IL-6 EC80 alone; 190,000 tested, 0.91% active; activation (% of control), % at 5.6 µM;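 active = activation above the screen-wide mean of compound activation plus 3 SD, cut at about 130% in these data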;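 also: 0% = background luminescence of wells with medium and substrate only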
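Material: human U3A cells carrying STAT3-luciferase construct. Measured by: reporter luminescence signal. Timing: compound 1 h, then IL-6 6 h at 37 °C.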
STAT1 act: increases IFN-gamma driven STAT1 reporter signal | NIH 3T3 STAT1-luciferase reporter, luminescence; 100% = IFN-gamma alone, no compound | AID 932 | 200,000 tested, 2.6% active | activation (% of control), % at 5.5 µM;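 active = activation above the screen-wide mean activation plus 3 SD, cut at about 130% in these data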;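 also: raw ratio to IFN-gamma control signal so 100% means no change and 0% no light; values of inactives mirror those of a sister screen read the other way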
Hsp70 act: Hsp70 transcriptional activation, primary screen; HeLa Hsp70 promoter luciferase reporter, luminescence; scaled: vehicle 0, proteasome-inhibitor control 100%; 200,000 tested, 0.04% active; activation, % at 10 µM;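 active = activation above the mean across all tested compounds plus 3 SD, cutoff set per campaign, cut at about 5.5% in these data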;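 also: 100% = MG132 at 30 µM as the positive control and 0% = DMSO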
NF-kB neuron act: compounds increasing NF-kB expression in human neuronal cells | NF-kB reporter expression; active compounds read high | fold change at 12.5 µM | 190,000 tested, 1.6% active | AID 1239; in the data active = fold change above about 3.3
APP transl inh: APP translation inhibition; 190,000 tested, 0.82% active; SH-SY5Y APP 5'UTR-luciferase reporter, luminescence; inhibition, % at 2 µM;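 active = inhibition above a set limit, derived from the sample mean plus 3 SD, cut at about 45% in these data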; also: values of inactives mirror those of a sister screen read the other way
RAM inhibit: blocks the yeast RAM network | 190,000 tested, 1.8% active | S. cerevisiae dse1pr::URA3 reporter, 5-FOA growth OD615, 2 d; analog-sensitive cbk1-as2 kinase mutant strain | inhibition, % at 50 µM;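 active = inhibition above a set limit, 3 SD over mean compound inhibition, cut at about 8.4% in these data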;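 also: 0% = DMSO-only wells with no growth and 100% = 10 µM 1-NA-PP1 full growth; inhibition rescues growth on 5-FOA so higher OD means more RAM inhibition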
STAT3 inh: STAT3 signaling inhibition. inhibition, % at 5.5 µM. 190,000 tested, 0.89% active. U3A cells, IL-6 STAT3-luciferase reporter, luminescence; host cell line lacks STAT1;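 active = inhibition above the mean inhibition across all screened compounds plus 3 SD, cut at about 44% in these data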;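 also: 0% = DMSO only wells and 100% = 100 µM nifuroxazide control wells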
STAT1 inh: inhibitors of IFN-gamma induced STAT1 signaling; NIH 3T3 STAT1-luciferase reporter, luminescence; inhibition, % at 5.5 µM; AID 920; 200,000 tested, 0.35% active;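 active = inhibition above a set limit, the mean inhibition across all tested compounds plus 3 SD, cut at about 34% in these data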;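 also: 0% = IFN-gamma with DMSO and 100% = IFN-gamma with 300 µM nifuroxazide; values of inactives mirror those of a sister screen read the other way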
FLuc inh counter: Photinus pyralis luciferase inhibition counter-screen; P08659; ATPLite firefly luciferase biochemical luminescence, 10 min; inhibition, % at 10 µM; 200,000 tested, 1.5% active; AID 1006;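 active = inhibition above about 50% when tested at 10 µM, limit read from the data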
Target sequence (P08659 whole entry, looked up): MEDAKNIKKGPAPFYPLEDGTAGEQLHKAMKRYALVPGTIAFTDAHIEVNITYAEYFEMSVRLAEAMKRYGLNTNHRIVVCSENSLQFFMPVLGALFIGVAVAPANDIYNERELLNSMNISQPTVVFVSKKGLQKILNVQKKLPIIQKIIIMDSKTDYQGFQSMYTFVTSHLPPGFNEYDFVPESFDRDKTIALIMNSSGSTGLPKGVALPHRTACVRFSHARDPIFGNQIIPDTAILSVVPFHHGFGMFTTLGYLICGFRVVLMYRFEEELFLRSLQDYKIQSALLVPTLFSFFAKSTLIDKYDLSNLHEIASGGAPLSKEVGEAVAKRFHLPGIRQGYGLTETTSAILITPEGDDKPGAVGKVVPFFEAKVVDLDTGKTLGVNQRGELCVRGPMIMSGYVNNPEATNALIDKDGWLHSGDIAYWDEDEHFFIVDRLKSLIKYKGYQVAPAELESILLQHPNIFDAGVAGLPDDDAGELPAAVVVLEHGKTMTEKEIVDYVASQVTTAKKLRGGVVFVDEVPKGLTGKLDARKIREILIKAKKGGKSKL
APP 5'UTR act: APP 5'UTR luciferase reporter activation; SH-SY5Y APP 5'UTR luciferase reporter, luminescence; zero percent = DMSO vehicle wells; activation, % at 2 µM; 190,000 tested, 1% active;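 active = activation above a set limit, based on mean plus 3 SD of controls, cut at about 140% in these data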; also: values of inactives mirror those of a sister screen read the other way
The depositor's hits bear a star; . = no result given.

SMILES	STAT3 act	STAT1 act	Hsp70 act	NF-kB neuron act	APP transl inh	RAM inhibit	STAT3 inh	STAT1 inh	FLuc inh counter	APP 5'UTR act
CC(C)c1ccc(Nc2nc(NCc3ccco3)nc(N3CCOCC3)n2)cc1	87	106	-0.3	0.85	-3	-0.5	21	-7	0	3
Cc1ccc(F)cc1NC(=O)C1CC(=O)N(CCc2ccccc2)C1 (stereo unspecified)	95	97	0.3	1.1	-15	-1.3	9	3	-2	15
O=C(c1cccs1)N1CCCC(c2ccccc2)C1 (stereo unspecified)	92	100	-0.1	1.5	-16	0.8	14	-1	-3	16
Cc1nnc(SCC(=O)N2CCN(C(=O)c3ccco3)CC2)n1-c1ccccc1	95	97	-0.1	1	10	0.8	10	1	-4	-10
Cc1ccc(S(=O)(=O)N2CCCCC2)cc1NC(=O)COC(=O)c1cc[n+]([O-])cc1	100	98	-0.6	1.2	-11	2.1	-2	3	-1	11
O=C(CN1C(=O)CC(c2ccccc2)S(=O)(=O)c2ccccc21)N1CCOCC1 (stereo unspecified)	97	106	0.0	1.1	18	0.4	9	-9	-3	-18
O=C(NCCN1CCN(C(=O)c2cccs2)CC1)c1cccs1	101	99	0.1	0.93	-22	1.6	1	4	-5	22
CCOC(=O)N1CCC(NC(=O)c2ccc3snnc3c2)CC1	103	97	-0.3	1.1	-2	0.5	-4	5	-6	2
O=C(NC1CCCCC1)N1CCCc2ccccc21	102	100	-0.2	1	14	2.6	2	-2	-1	-14
COc1ccc(CCNC(=O)C23CN(Cc4ccccc4)CC2C(c2ccc([N+](=O)[O-])cc2)=NO3)cc1 (stereo unspecified)	110	104	-0.1	0.92	0	1.8	-6	-4	-7	0
Cc1ccc(C)c(-n2[nH]c3c4c(ccc3c2=O)C(=O)c2ccccc2C4=O)c1	99	101	-0.2	1.1	.	5.7	2	-1	26	.
CCOC(=O)CCP(=O)(O)C(O)c1ccc(OC)cc1 (stereo unspecified)	105	98	-0.1	1.1	-12	2.0	-3	2	-4	12
Cc1cc(C)nc(SCC(=O)N2CCCCC2)n1	98	105	0.1	1.2	-15	-0.3	5	-6	-5	15
Cn1nnnc1SCC(=O)NCc1ccc2c(c1)OCO2	91	94	-0.2	1.2	-2	1.7	18	5	-3	2
CC(=O)c1cc(CN2CCN(C(C)C)C(CCO)C2)cs1 (stereo unspecified)	97	98	-0.4	1.1	-6	0.9	8	1	-6	6
COc1c(F)c(F)c(C(=O)Nc2c(C)cc(Br)cc2C)c(F)c1F	87	97	0.0	1.3	-1	6.8	22	2	4	1
N#C/C(=C\c1cccc(Cl)c1)c1n[nH]c(Cn2cncn2)n1	104	102	-0.2	0.91	.	1.1	-4	0	-5	.
CN1/C(=N\O)c2cccc3cccc1c23	95	99	-0.3	0.59	3	1.4	9	1	-5	-3
OCC1(Cc2ccccc2)CCCN(Cc2c[nH]c3ccccc23)C1 (stereo unspecified)	107	89	-0.2	0.87	6	1.1	-6	10	-10	-6
COc1ccc(C2N(c3cc(Cl)ccc3OC)C(=O)C3CCCN32)c(OC)c1 (stereo unspecified)	90	92	-0.2	1.1	-1	0.6	17	9	-7	1
Cc1cc(C)c(-c2cc(C(=O)Nc3c(C)n(C)n(-c4ccccc4)c3=O)[nH]n2)c(O)c1	95	84	-0.4	0.82	-2	2.4	10	18	-1	2
COc1ccc2o/c(=N/NC(=S)Nc3ccccc3)c(C(N)=O)cc2c1	102	104	-0.2	1.1	-11	3.1	-2	-4	-2	11
CCCCNC(=O)CCSc1nc2nc(C)cc(C)n2n1	108	104	-0.4	1.1	-14	0.4	1	-4	-6	14
C/C(=N/NC(=O)c1ccc(C)s1)c1cccc(NC(=O)COc2ccc(Cl)cc2Cl)c1	105	101	0.8	1.1	0	6.3	-8	-1	20	0
CCc1ccccc1N/C(=N\S(=O)(=O)c1ccccc1)C(F)(F)F	91	92	-0.6	1.4	9	1.8	12	9	-1	-9

Continuation.
SMILES	STAT3 act	STAT1 act	Hsp70 act	NF-kB neuron act	APP transl inh	RAM inhibit	STAT3 inh	STAT1 inh	FLuc inh counter	APP 5'UTR act
CC(NC(=O)C(=O)NN=C1CCCC1)c1ccccc1 (stereo unspecified)	98	100	-0.1	1.2	21	0.8	8	-1	-4	-21
CCn1ccnc1CN(C)Cc1cn(-c2cc(C)ccc2C)nc1-c1ccccc1	112	96	0.1	.	-19	1.4	-9	2	-1	19
O=C(CSc1cccc[n+]1[O-])c1ccc(Cl)s1	102	126	-0.3	1.4	-8	1.4	0	-28	-6	8
CCCC(=O)N1CCN(c2ccc(NC(=O)C(C)(C)C)cc2)CC1	103	105	-0.2	1	0	0.0	0	-6	-5	0
NS(=O)(=O)c1cccc(NC(=O)COC(=O)CC2CC3CCC2C3)c1 (stereo unspecified)	90	88	-0.2	1.2	0	3.4	14	12	0	0
Cc1ccc(OC(=O)c2cccnc2)cc1	86	101	-0.2	1.2	1	0.2	20	-2	7	-1
COc1ccccc1-n1cc(C(=O)NCC(=O)NCc2ccc(F)cc2)c2ccccc2c1=O	100	98	0.0	1.3	-22	1.7	3	1	-5	22
COc1ccc(OC)c(NC(=O)C2CCCCC2C(=O)O)c1 (stereo unspecified)	103	99	-0.3	0.94	-6	0.9	0	1	-8	6
CCN(C(=S)NC(=O)c1ccccc1Br)C1CCCCC1	102	97	-0.3	0.95	-11	2.6	3	3	-5	11
O=C(c1noc2c1CCCC2)N1CCOCC1	102	101	0.5	0.87	-4	1.9	1	-1	-2	4
Cn1c(=O)c2c(n(Cc3ccccc3)c1=O)NC(=O)C2CC(=O)NCc1cccc(Cl)c1 (stereo unspecified)	98	93	-0.2	0.71	-8	0.0	6	8	-1	7
O=C(CN1C(=O)NC2(CCCCC2)C1=O)NCc1cccs1	100	93	-0.3	0.96	-1	2.3	3	8	-4	1
CC(C)CNC(=O)c1c(N)n(/N=C/c2ccccn2)c2nc3ccccc3nc12	85	96	-0.2	0.81	-18	15*	22	4	-10	18
CCCc1nc2ccccc2c(=O)n1NC(=O)c1c(O)c2cccc3c2n(c1=O)CCC3	106	103	-0.2	1.9	1	-0.1	-8	-3	1	-1
Fc1ccc(-n2nnc(-c3cccnc3Cl)n2)cc1	.	144*	0.1	5.8*	-149	0.9	.	-45	66*	149*
C#CCOc1c(Cl)cc(/C=N/O)cc1OC	97	101	-0.4	1	13	1.1	5	-2	0	-13
CC(C)(C)OC(=O)C(C(=O)OC(C)(C)C)c1ccc(Cl)nn1	106	95	-0.3	1.2	26	0.9	-5	3	-9	-26
CN1CCN(S(=O)(=O)c2ccc(NC(=O)c3ccc(Br)o3)cc2)CC1	98	98	0.2	1.1	-27	0.8	6	2	-3	27
O=C(NCc1ccco1)NC12CC3CC(CC(C3)C1)C2	100	102	0.1	1.1	9	-0.2	0	1	0	-9
COC(=O)c1ccc(CSc2ncn[nH]2)o1	99	105	-0.2	1.1	-1	4.1	4	-5	-7	1
CCC(C)(C)C(=O)Nc1cc([N+](=O)[O-])ccc1Cl	96	100	-0.3	1.2	4	0.9	2	2	-6	-4
Cn1c(=O)c2c(nc(NCc3ccc4c(c3)OCO4)n2Cc2ccccc2)n(C)c1=O	100	78	-0.1	0.4	-12	-0.8	4	30	-7	12
O=C(CN1C(=O)c2cccc3cccc1c23)Nc1ccc(S(=O)(=O)Nc2nccs2)cc1	109	102	-0.3	1	.	1.8	-10	2	-5	.
COCC(=O)Nc1cccc2ccccc12	117	87	-0.4	1.1	-6	1.9	-15	14	5	6
Cc1ccc(CN=Cc2[nH]c3ccc(Br)c(Cl)c3c2O)cc1	115	99	-0.1	1.1	.	0.0	-17	9	-7	.

Given with two lines to a compound: four of the compounds above.
Each structure is followed by: STAT3 act | STAT1 act | Hsp70 act | NF-kB neuron act | APP transl inh | RAM inhibit | STAT3 inh | STAT1 inh | FLuc inh counter | APP 5'UTR act
> CCCC(=O)N1CCN(c2ccc(NC(=O)C(C)(C)C)cc2)CC1
  103 | 105 | -0.2 | 1 | 0 | 0.0 | 0 | -6 | -5 | 0
> NS(=O)(=O)c1cccc(NC(=O)COC(=O)CC2CC3CCC2C3)c1 (stereo unspecified)
  90 | 88 | -0.2 | 1.2 | 0 | 3.4 | 14 | 12 | 0 | 0
> Cc1ccc(OC(=O)c2cccnc2)cc1
  86 | 101 | -0.2 | 1.2 | 1 | 0.2 | 20 | -2 | 7 | -1
> COc1ccccc1-n1cc(C(=O)NCC(=O)NCc2ccc(F)cc2)c2ccccc2c1=O
  100 | 98 | 0.0 | 1.3 | -22 | 1.7 | 3 | 1 | -5 | 22

The results go on:
SMILES	STAT3 act	STAT1 act	Hsp70 act	NF-kB neuron act	APP transl inh	RAM inhibit	STAT3 inh	STAT1 inh	FLuc inh counter	APP 5'UTR act
Cn1c(CN2CCOCC2)nnc1SCC(=O)Nc1ccc2c(c1)OCCO2	100	103	-0.4	1.1	-6	0.2	0	-3	-6	6
COc1cc(OC)cc(C(=O)Nc2ccc(-c3nc4ccccc4o3)cc2)c1	65	92	-0.4	0.44	-2	3.5	46*	9	-7	3
CC(C)Nc1nc(NC(C)C)nc(Oc2ccc(OCc3ccccc3)nn2)n1	105	82	0.4	1.2	6	-0.1	-5	12	-4	-7
O=C(NCc1ccco1)C(c1ccccc1)N(CC1CCCO1)C(=O)Cn1nnc2ccccc21 (stereo unspecified)	101	100	-0.5	1	0	1.6	3	0	.	0
O=C(Nc1cccnc1)c1sc2cccc(F)c2c1Cl	113	133*	0.1	0.85	-83	1.9	-10	-40	26	83
C=CCSc1nc2sc(C)c(C)c2c(=O)[nH]1	93	113	-0.4	1.1	10	2.0	9	-13	1	-10
C=CCn1c(SCC(=O)Nc2sccc2C(N)=O)nc2sc(CC)cc2c1=O	80	87	-0.2	0.44	17	8.5*	27	14	-9	-17
COC(=O)c1ccc(/C=C2\N=C(SC)SC2=O)cc1	97	105	-0.2	1.1	15	5.3	6	-5	0	-15
O=C(c1cc(C2CC2)on1)N1CCOCC1	.	.	.	0.99	8	1.9	.	.	-11	-8
COC(=O)/C=C1\SC(=Nc2ccccc2)NC1=O	101	104	1.5	1.2	-2	3.6	-4	-5	-8	2
CCOC(=O)c1cncc(NC(=O)c2ccccc2)c1	85	99	-0.3	0.79	-8	-1.2	27	1	-6	8
COC(=O)c1c(NC(=O)Cc2cccs2)sc2c1CCCC2	99	109	-0.2	1.6	4	6.7	3	-10	-8	-4
Cc1noc(C)c1S(=O)(=O)NCCCN1CCN(Cc2ccccc2)CC1	95	96	0.5	1.1	-3	-0.7	11	5	-3	3
CCN1C(=O)C2(C(C#N)=C(N)Oc3n[nH]c(-c4ccccc4)c32)c2ccccc21 (stereo unspecified)	103	99	-0.1	1.1	15	0.9	1	1	-11	-15
COc1cccc(CN2CCCN(S(=O)(=O)c3ccc(Br)cc3)CC2)c1	102	85	0.4	1	1	1.3	4	17	-5	-1
O=S(=O)(Cc1cc(-c2ccc(Cl)cc2)no1)c1ccccc1	93	135*	0.2	2.1	-44	3.4	12	-38	2	44
O=C(CC1C(=O)NCCN1C(=S)Nc1ccccc1)Nc1ccc2c(c1)OCCO2 (stereo unspecified)	109	100	-0.3	1	12	-0.1	-8	-1	-4	-12
COc1ccc(CNC(=S)Nc2cc(C)ccc2C)cc1	100	98	-0.3	0.86	70*	1.8	0	2	-2	-70
Cc1ccc(NC(=O)NCC2CCN(Cc3cccc(Cl)c3)CC2)c(Cl)c1	95	85	0.0	1.3	-1	0.1	6	16	-6	1
COc1ccc(S(=O)(=O)NC(CC(=O)O)c2ccco2)cc1 (stereo unspecified)	102	96	-0.4	0.93	16	0.7	2	5	-6	-16
COc1ccc(OCC(=O)Nc2ccccc2C(=O)NC(C)C)cc1	106	95	-0.4	0.91	4	0.5	-6	3	-1	-4
